Screening results as filed in PubChem BioAssay.
RAD54 branch = RAD54 (human) branch migration inhibition. AID 602329. RAD54 Holliday junction branch migration, FAM/BHQ fluorescence. Q92698. inhibition, % at 10.4 µM. 360,000 tested, 0.14% active;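 active = mean normalized replicate activity at least 40 and at least half of replicates scoring 40 or more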;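 also: 0% = median of neutral control wells and 100% = median of positive control wells; inhibitors cause a drop in the FAM fluorescence signal; in these data hits start at about 50%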
S100A4 MyoIIA = inhibitors of human S100A4 binding to myosin IIA peptide; P26447; S100A4/TAMRA-MyoIIA peptide fluorescence polarization; inhibition, % at 10.7 µM; 360,000 tested, 0.14% active; AID 652163;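 active = mean inhibition of at least 70% across replicates, with every replicate also reaching that level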
Target sequence (P26447 whole entry, looked up): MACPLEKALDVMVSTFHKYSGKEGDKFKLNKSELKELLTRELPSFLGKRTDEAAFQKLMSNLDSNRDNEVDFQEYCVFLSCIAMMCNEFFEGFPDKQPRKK
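Test system: S100A4 monomer protein; Medium: HEPES pH 7.2 with CaCl2, KCl, NaCl, DTT, Triton; Probe or stimulus: TAMRA-labelled myosin IIA heavy-chain peptide probe, 5 nM; Doses: one dose per compound; Times: polarization read 5 min after assay mix addition, stable 5–60 min; Benchmarks: neutral control DMSO, positive control TFP.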
Xi reactivation = reactivates the inactive X chromosome in mouse fibroblasts; XiGFP mouse fibroblasts, % GFP-positive cells imaging, 3 d; cells co-treated with 5-aza-dC sensitizer; scaled so ellipticine positive control = 100%; activation, % at 7.58 µM; 360,000 tested, 0.055% active; AID 743238;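 active = mean normalized replicate activation at least 10% and every replicate at or above 10%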;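 also: 0% = median of on-plate neutral control wells and 100% = ellipticine 6 µM median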
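System: XiGFP fibroblasts, SV40-immortalized. Medium: DMEM plus 5-aza-dC sensitizer. Doses: single point. Timing: 3 d treatment, 15 min room-temperature fixation. Control set: ellipticine 6 µM.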
esBAF inh = SWI/SNF esBAF complex inhibition; 350,000 tested, 2% active; reporter increase, % at 12.5 µM; AID 602393; mouse ES cells, Bmi1-luciferase knock-in reporter, 24 h; 100% = twice the neutral-well signal; in the data active = activation above about 40%;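 also: 0% = median of the plate's neutral control wells and 100% = double that signal; a rise in the Bmi1 reporter signal indicates esBAF inhibition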
ERAP1 HTS inh = blocks human ERAP1 aminopeptidase activity. Q9NZ08. recombinant ERAP1, Leu-AMC fluorescence, 60 min. inhibition, % at 10.7 µM. 340,000 tested, 0.15% active. AID 652197;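 active = mean replicate inhibition of at least 30%, or all replicates individually reaching that 30% level; inactive = mean below 30% and not every replicate reaching it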;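 also: 0% = neutral control wells and 100% = L-leucinethiol positive control wells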
ERp5 inh = ERp5 (human) disulfide isomerase inhibition. inhibition, % at 9.99 µM. 350,000 tested, 0.05% active. ERp5 insulin aggregation, absorbance 650 nm, 90 min. Q15084;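 active = mean replicate inhibition above about 25%, with every replicate also reaching it, limit read from the data, passing the limit was not always enough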
RAD52 inh = RAD52 (human) annealing inhibition | P43351 | 360,000 tested, 0.46% active | AID 651710 | recombinant RAD52 DNA annealing, FRET fluorescence | inhibition, % at 18.7 µM;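 active = every replicate showing at least 50% inhibition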
E-sel inducer = induces E-selectin expression in human endothelial cells. P16581. HUVEC E-selectin immunofluorescence imaging; normalized: neutral wells 0, TNF-alpha wells 100. activation, % at 7.58 µM. 260,000 tested, 0.37% active;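 active = mean E-selectin-positive cell signal at least 10% of the positive control, reached in at least 60% of replicates, without over 20% cell loss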;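 also: in these data hits start at about 27%; measured in HUVEC primary endothelial cells; signal is the percent of cells scored E-selectin positive by PE staining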
Target sequence (P16581 whole entry, looked up): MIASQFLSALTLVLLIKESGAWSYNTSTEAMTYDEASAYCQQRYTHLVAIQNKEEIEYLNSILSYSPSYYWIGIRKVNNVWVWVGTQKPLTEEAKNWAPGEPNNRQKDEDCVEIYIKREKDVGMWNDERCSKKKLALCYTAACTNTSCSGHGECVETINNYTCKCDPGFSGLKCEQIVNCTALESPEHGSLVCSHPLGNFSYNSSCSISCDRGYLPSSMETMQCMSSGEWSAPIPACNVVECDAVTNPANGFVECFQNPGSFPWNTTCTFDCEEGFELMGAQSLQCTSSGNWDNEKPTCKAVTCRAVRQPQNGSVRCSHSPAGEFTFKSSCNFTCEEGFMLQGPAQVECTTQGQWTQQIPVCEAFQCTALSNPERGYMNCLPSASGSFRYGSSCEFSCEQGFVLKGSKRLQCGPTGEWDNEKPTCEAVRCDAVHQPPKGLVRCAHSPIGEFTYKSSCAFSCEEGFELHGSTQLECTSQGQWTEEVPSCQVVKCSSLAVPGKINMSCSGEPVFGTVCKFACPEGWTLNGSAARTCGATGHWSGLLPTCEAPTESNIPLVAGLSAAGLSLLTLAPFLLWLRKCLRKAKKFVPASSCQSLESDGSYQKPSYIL
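Assay system: HUVEC primary endothelial cells. Input: 3,000 HUVEC seeded per well. Doses: one compound dose added by pin transfer. Read-out basis: % PE-positive cells. Benchmarks: TNF-alpha high, DMSO low. Detection: immunofluorescence imaging. Buffer or medium: EGM-2, gelatin.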
The depositor's hits bear a star; x = not tested or not shown.

SMILES	RAD54 branch	S100A4 MyoIIA	Xi reactivation	esBAF inh	ERAP1 HTS inh	ERp5 inh	RAD52 inh	E-sel inducer
COc1ccc(C(=O)N=C2SC3CS(=O)(=O)CC3N2c2ccc(N(C)C)cc2)cc1OC (configuration not stated)	-2.2	-9.6	0.0	3.5	2.4	-3.7	-8.3	x
N#Cc1ccccc1NC(=O)CSc1nnc(-c2ccncc2)o1	-7.8	12.3	-0.7	-6.8	1.6	-3.4	-14.6	x
C[C@H](CO)N1C[C@H](C)[C@H](CN(C)Cc2ccccc2)OCc2ccccc2-c2c(n(C)c3ccccc23)C1=O	x	-4.2	0.1	x	3.6	4.8	2.0	-0.1
COc1ccccc1C(=O)Nc1ccc2c(c1)C(=O)N(C)C[C@@H](OC)[C@@H](C)CN(CC1CC1)[C@@H](C)CO2	1.1	3.3	0.0	2.6	-4.9	-3.6	14.3	0.0
Cc1noc(C)c1S(=O)(=O)Nc1ccc2c(c1)CC(=O)N([C@H](C)CO)C[C@@H](C)[C@@H](CN(C)Cc1ccccc1)O2	-6.2	12.5	-0.2	1.2	-0.1	-6.6	13.1	0.8
O=C(Cn1nnc(-c2ccccc2)n1)N/N=C/c1ccco1	-4.4	-18.6	0.0	-7.0	-0.2	-4.8	-0.1	x
C[C@@H]1CN([C@@H](C)CO)C(=O)c2cc(C3=CCCC3)cnc2O[C@@H]1CN(C)C(=O)CN(C)C	2.0	-5.4	-0.8	0.8	0.8	-0.1	4.5	0.7
O=S(=O)(N[C@H]1CC[C@H](CCn2cc(-c3ccccn3)nn2)O[C@H]1CO)c1cccc(F)c1	-1.3	3.4	-0.1	5.0	-1.4	-5.4	-9.6	-0.2
CC1(OC(=O)C2CCCC2)C(=O)C=C2C=C(c3ccsc3)N(C(CO)CO)C=C2C1=O (configuration not stated)	-2.0	3.2	0.1	-11.7	1.7	-8.7	-26.9	0.0
CC(=O)N/C(=C\c1ccccc1)C(=O)NC(C)C(=O)O (configuration not stated)	x	-4.6	0.0	x	3.4	1.2	4.3	x
Cc1cc(C)n(-c2ccc(C(=O)NC(C)C)cc2)n1	7.5	-1.7	x	8.6	-7.9	1.3	-1.3	x
CC(C)(OC(=O)c1ccc(C(F)(F)F)cc1)c1cc2ccccc2c(=O)o1	-1.5	-0.2	0.0	-4.9	-1.1	0.3	0.0	0.1
CCOC(=O)C1=CCC(c2ccccc2)N(S(=O)(=O)c2ccccc2[N+](=O)[O-])C1 (configuration not stated)	-4.5	-0.5	0.1	-5.2	6.8	-9.7	-8.0	0.0
O=C(COC(=O)/C=C/c1ccco1)Nc1cccc([N+](=O)[O-])c1	4.2	-11.3	0.4	x	0.7	2.0	-0.8	0.4
CN(C/C=C/c1ccccc1)C1CCCCC1	-4.7	-9.1	0.1	-1.4	-2.7	-1.1	-12.6	x

Four records drawn at random from the list so far, as already listed:
SMILES	RAD54 branch	S100A4 MyoIIA	Xi reactivation	esBAF inh	ERAP1 HTS inh	ERp5 inh	RAD52 inh	E-sel inducer
O=C(COC(=O)/C=C/c1ccco1)Nc1cccc([N+](=O)[O-])c1	4.2	-11.3	0.4	x	0.7	2.0	-0.8	0.4
C[C@@H]1CN([C@@H](C)CO)C(=O)c2cc(C3=CCCC3)cnc2O[C@@H]1CN(C)C(=O)CN(C)C	2.0	-5.4	-0.8	0.8	0.8	-0.1	4.5	0.7
Cc1cc(C)n(-c2ccc(C(=O)NC(C)C)cc2)n1	7.5	-1.7	x	8.6	-7.9	1.3	-1.3	x
C[C@H](CO)N1C[C@H](C)[C@H](CN(C)Cc2ccccc2)OCc2ccccc2-c2c(n(C)c3ccccc23)C1=O	x	-4.2	0.1	x	3.6	4.8	2.0	-0.1

Later entries.
SMILES	RAD54 branch	S100A4 MyoIIA	Xi reactivation	esBAF inh	ERAP1 HTS inh	ERp5 inh	RAD52 inh	E-sel inducer
CC(=O)Nc1ccc2c(c1)C(=O)N(C)[C@@H]1CC[C@H](CC(=O)Nc3cn(C)nc3C)O[C@@H]1CO2	-4.4	x	0.1	1.2	x	x	x	0.7
CCCCC(=O)Nc1ccc(N2CCN(c3ccc(F)cc3)CC2)cc1	-5.4	4.4	0.0	-2.5	0.0	-2.4	-5.9	0.0
CCCCN(Cc1ccco1)S(=O)(=O)c1c[nH]c(C(=O)OC)c1	-16.8	-1.9	0.0	3.2	-0.9	1.8	-0.9	x
C[C@@H]1CCCCO[C@@H](CN(C)Cc2ccc(Cl)c(Cl)c2)[C@H](C)CN([C@@H](C)CO)C(=O)c2cc(N(C)C)ccc2O1	x	0.4	-0.6	x	-3.0	2.8	2.2	-0.3
O=C(NCC[C@H]1CC[C@H](NS(=O)(=O)c2cccc(F)c2)[C@@H](CO)O1)Nc1cc(F)ccc1F	-6.2	4.6	3.2	6.9	3.4	3.1	16.2	-0.3
C[C@H](CO)N1C[C@H](C)[C@H](CN(C)Cc2ccncc2)Oc2ccc(NC(=O)C3CC3)cc2CC1=O	3.4	7.2	0.0	1.1	-2.1	-0.8	-2.8	-0.6
COc1ccccc1-c1cc2c(c3c1ccn3C)C1CCC2O1 (configuration not stated)	-10.4	-0.9	0.1	-0.4	-0.5	1.3	-13.5	1.6
CCN1C(=O)CC(c2ccc(OC(C)C)cc2)C1=O (configuration not stated)	7.8	0.2	0.2	1.9	0.1	0.2	-12.1	0.3
O=C(O)C(=Cc1ccccc1)Cc1ccccc1	4.3	2.3	0.2	4.7	2.0	-7.8	-10.2	0.5
CCC(=O)N(C)C[C@@H]1Oc2ncc(-c3ccccc3C)cc2C(=O)N([C@H](C)CO)C[C@H]1C	1.0	-3.1	-1.0	-3.7	-0.6	-3.0	-2.3	0.4
O=c1c(-c2ccccc2)nc2ccccc2n1C(CCc1ccccc1)c1nc2ccccc2[nH]1 (configuration not stated)	x	0.0	0.1	x	0.2	1.4	-7.0	0.6
Clc1ccc(-c2csc(=Nc3cccnc3)n2CCCn2ccnc2)cc1Cl	x	-5.1	0.1	x	0.6	5.0	-39.2	x
CS(=O)(=O)c1ccc(Cl)c(NC(=O)Nc2ccccc2)c1	-0.5	0.8	0.0	12.0	-1.6	-1.2	-21.9	4.0
O=C(C[C@H]1CC[C@H](NC(=O)CN2CCOCC2)[C@H](CO)O1)NCc1cccc(F)c1	-6.2	9.4	-0.2	0.6	0.3	-6.9	-1.2	-0.5
CC(C)C#Cc1ccc2c(c1)O[C@@H](CN(C)C(=O)c1ccncc1)[C@@H](C)CN([C@@H](C)CO)S2(=O)=O	7.7	20.9	-0.6	9.1	0.2	4.3	11.5	-0.1
COCC(=O)Nc1ccc2c(c1)C(=O)N(C)C[C@@H](OC)[C@@H](C)CN[C@H](C)CO2	0.4	x	0.8	1.5	x	x	x	-0.1
Cn1c(C(=O)N[C@@H](C(=O)O)c2ccccc2)cc2cc(Cl)ccc21	-2.5	-4.6	1.1	-0.6	-1.3	4.9	-46.7	1.5
CCOC(=O)c1cnc(Nc2ccccc2)nc1C(F)(F)F	x	-0.9	0.3	x	9.3	1.0	10.1	12.6
CCCCCCCCN1C(=O)[C@@H](CC(=O)NCC2CCCCC2)C[C@@]2(C(=O)OC)C1=C[C@H](C(C)(C)C)O[C@@H]2C	x	3.1	0.1	x	0.9	-7.9	-2.0	0.0
O=C(c1ccco1)N1N=C(C2CCCCC2)CC1(O)C(F)(F)F (configuration not stated)	x	7.2	0.0	x	-5.3	3.7	-1.4	x
Cc1ccc(CNC(=O)CCS(=O)(=O)c2ccc3c(c2)CC(C)N3C(=O)C2CC2)o1 (configuration not stated)	7.3	-4.4	0.0	-0.3	2.6	7.1	-16.8	x
O=C1C(=O)N(C2CCS(=O)(=O)C2)C(c2cccc(O)c2)/C1=C(/O)c1ccc(Cl)cc1 (configuration not stated)	-3.1	-3.2	0.0	-0.2	0.9	1.6	-1.5	-0.7
C[C@H]1CN([C@@H](C)CO)C(=O)Cc2cc(NS(=O)(=O)c3cccs3)ccc2O[C@@H]1CN(C)S(=O)(=O)c1ccccc1	-3.5	14.2	-0.4	0.6	-1.4	11.5	5.0	-0.6
COc1ccccc1-c1ccc([C@H]2[C@@H](CO)N3CCCCN(C(=O)c4cccnc4)C[C@H]23)cc1	2.9	0.4	0.0	-2.4	-1.0	2.0	0.9	0.0
O=C(CN1C(=O)S/C(=C\c2ccccn2)C1=O)Nc1ccc(F)cc1	-0.7	2.5	0.3	-7.4	-0.1	8.4	-0.7	1.6
CCCNC(=O)C[C@H]1CC[C@H]2[C@@H](COc3ccc(NC(=O)Nc4ccccc4)cc3C(=O)N2C)O1	-12.2	x	0.3	-2.5	x	x	x	0.0
CC(C)C#Cc1ccc([C@H]2[C@@H](C#N)N(C(=O)CN(C)C)[C@@H]2CO)cc1	-14.4	-5.2	0.4	-1.3	0.5	11.3	-23.8	-0.3
N=c1oc2ccc3ccccc3c2cc1C(N)=S	x	5.1	0.0	x	-37.8	2.8	-3.2	0.0
COc1ccc(C(C(=O)NC2CCCCC2)N(C(=O)c2ccco2)c2ccccc2OC)cc1 (configuration not stated)	0.3	0.8	0.5	0.9	-0.5	2.2	6.3	x
Cc1ccc(S(=O)(=O)N[C@@H]2CC[C@@H](CCNC(=O)C3CCC3)O[C@@H]2CO)cc1	-2.9	0.9	-0.5	-3.2	-3.2	8.6	-11.5	-1.0
CCc1ccc(CC)c(S(=O)(=O)Nc2ccc(C(=O)O)c(O)c2)c1	3.7	-0.7	x	3.7	4.0	3.0	-28.6	x
COCCN(CC(=O)Nc1cccc(C)c1C)C(=O)c1ccc2ccccc2n1	-13.1	-3.8	0.0	47.2*	0.7	-0.3	-14.6	x
C[C@H]1CN([C@@H](C)CO)C(=O)Cc2cc(NC(=O)CCN3CCOCC3)ccc2O[C@H]1CN(C)Cc1ccc(Oc2ccccc2)cc1	-4.5	4.1	0.3	-2.0	4.5	-0.2	19.5	1.3
CCn1c(SCC(=O)Nc2ccc3c(c2)OCO3)nnc1C1CC1	-1.4	-2.9	0.1	-0.4	-7.3	0.4	0.0	0.0
COc1ccc2c3c(n(C)c2c1)[C@@H](CO)N(C(=O)Nc1ccc(F)cc1)CC31CN(C(=O)CN2CCOCC2)C1	x	2.8	0.1	x	1.8	3.4	4.7	4.0
COc1ccccc1Cn1c(=S)[nH]c2ccc(F)cc2c1=O	3.8	-4.2	0.0	9.8	-10.0	5.8	-11.8	-0.2
O=C(CC1C(=O)NCCN1Cc1cccc(F)c1)NC1CCCCC1 (configuration not stated)	5.6	-7.5	1.3	-2.6	-5.6	0.0	-23.6	-0.2
Cc1noc(C)c1NC(=O)Nc1ccc2c(c1)CC(=O)N([C@H](C)CO)C[C@H](C)[C@@H](CN(C)C(=O)Nc1ccc(C(F)(F)F)cc1)O2	7.7	-5.7	0.0	-8.4	2.1	-2.0	-3.2	0.3
Cc1ncoc1C(=O)N1CCCC(C(=O)c2ccc3c4c(cccc24)CC3)C1 (configuration not stated)	0.6	-0.5	-0.1	-7.5	-2.8	3.6	-10.6	x
O=C(N/N=C/c1ccccc1Br)c1cccc(S(=O)(=O)N2CCOCC2)c1	-6.2	0.1	0.2	4.2	-4.0	7.0	-11.6	0.2
C[C@H](CO)N1C[C@H](C)[C@H](CN(C)CC2CC2)Oc2ccc(NS(=O)(=O)c3ccc(Cl)cc3)cc2C1=O	-4.2	7.3	0.1	0.7	-1.3	-2.1	21.3	0.0
